Mtb RmlCD inh: M. tuberculosis RmlC/RmlD coupled enzyme inhibitors, primary screen, biochemical, compound mixtures, 384-well, from 1536-well plates; RmlC+RmlD coupled enzyme assay, percent inhibition; primary screen in compound mixtures; AID 1533, 2009; inhibition, % at 3.6 µM; 0.03% of 160,000 active; in the data active = inhibition mostly above about 34%, no sharp cut-off; inconclusive = no clear call, values can overlap the other calls; inactive = mostly below about 22%; also: some results filed as inactive read as strong as hits
Target sequence (P9WH09 whole entry, looked up): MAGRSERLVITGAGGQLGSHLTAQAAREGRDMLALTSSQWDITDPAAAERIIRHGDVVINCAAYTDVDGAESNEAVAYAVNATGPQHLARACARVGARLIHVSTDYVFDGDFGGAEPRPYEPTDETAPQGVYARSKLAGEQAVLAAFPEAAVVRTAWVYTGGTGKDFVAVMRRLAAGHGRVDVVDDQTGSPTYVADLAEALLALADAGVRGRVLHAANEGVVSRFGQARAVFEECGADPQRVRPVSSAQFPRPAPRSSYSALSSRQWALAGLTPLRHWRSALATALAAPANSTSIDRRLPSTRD
Target sequence (P9WH11 whole entry, looked up): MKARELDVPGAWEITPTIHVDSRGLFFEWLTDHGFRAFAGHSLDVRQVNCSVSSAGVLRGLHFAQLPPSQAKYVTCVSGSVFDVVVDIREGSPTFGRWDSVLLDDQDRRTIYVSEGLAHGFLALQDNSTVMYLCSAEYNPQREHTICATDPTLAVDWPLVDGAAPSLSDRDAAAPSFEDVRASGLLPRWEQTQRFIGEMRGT
GlmU inhibition: inhibition of mycobacterial GlmU enzyme – biochemical, glucosamine-1-phosphate acetyltransferase (AID 1376) | M. tuberculosis GlmU acetyltransferase enzyme assay; higher % means a stronger effect | one-dose inhibition, %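 (tested at 30 µM in the primary screen)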; IC50 in µM for titrated hits | 0.25% of 220,000 active; in the data active = inhibition above about 13%; inconclusive = no clear call, values can overlap the other calls;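 also: 0% = complete reaction with vehicle and 100% = reaction without substrate; strong numbers were not always called active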
Starred values were filed as active, the others as inactive; ? = inconclusive; . = not tested or not shown. Not all compounds are listed; the hit share may differ from the screen's.

SMILES	Mtb RmlCD inh	GlmU inhibition
COc1ccc(-c2nc(NC(=O)C3CC(=O)N(c4ccc5c(c4)OCCO5)C3)sc2C)cc1 (centres undefined)	-15	9.8%
O=C(O)CN1C(=O)S/C(=C\c2cccnc2)C1=O	-2	-1.9%
O=C(NCCN1CCN(c2ccccc2)CC1)c1cccn2c(=O)c3cc(Cl)ccc3nc12	7	1.6%
CC(C)COC(=O)C1C2C=CC3(CN(C(C)c4ccc(Br)cc4)C(=O)C13)O2 (centres undefined)	6	3.5%
N#Cc1ccc(C(=O)Nc2cccc3cccnc23)c(F)c1	-1	-6.8%
O=C(CSc1nccn1-c1ncc(C(F)(F)F)cc1Cl)c1ccc(Br)cc1	.	-4.3%
Cn1cc(C(=O)N2CCc3ccccc32)cn1	-1	-1.7%
CCOC(=O)c1c(C)[nH]c(C(=O)N/N=C\c2ccccc2O)c1C	17	-2.4%
COc1ccc(NC(=O)CC2COc3ccccc3O2)c(OC)c1 (centres undefined)	.	-4.6%
O=C(NCc1ccco1)c1cccc(-c2nnc(-c3ccccc3)o2)c1	4	-0.4%
CCCCNC(=S)NNC(=O)c1csc(C)c1CC	.	3.8%
Cc1ccc(-n2nnnc2CCl)cc1	11	2.7%
S=C(Nc1ccc(Nc2ccccc2)cc1)Nc1ccccn1	-7	-6.2%
CN(C)/C=C1\SC(=S)N(c2ccc(Br)cc2)C1=O	-9	4.9%
Cc1sc(NC(=O)c2ccco2)c(C(c2cccnc2)N2CCN(CCO)CC2)c1C (centres undefined)	9	-5.6%
O=C(CCCOc1ccccc1)Nc1ccccc1C(F)(F)F	-4	-1.1%
Cc1c(NC(=O)CC2CC(C)OC2=O)c(=O)n(-c2ccccc2)n1C (centres undefined)	.	0.2%
CCCn1c(=O)c(F)cn(Cc2ccc(OC)c([N+](=O)[O-])c2)c1=O	.	-1.8%
CN(C(=O)COC(=O)c1nc(-c2ccccc2)n(-c2ccccc2)n1)C1CCS(=O)(=O)C1 (centres undefined)	-5	-8.8%
Cc1ccc(NC(=O)C(=O)c2c(-c3ccccc3)cc3ccccn23)cc1S(=O)(=O)N1CCOCC1	.	-2.2%
CC(NC(=O)CCC(=O)c1ccc(F)cc1)C1CC2CCC1C2 (centres undefined)	20	-1.3%
CCCC(=O)N1CCN(c2ccc(NC(=O)c3ccc([N+](=O)[O-])o3)cc2Cl)CC1	.	-7.0%
CN(C)c1ccc(C(=O)OCc2ccc(Br)cc2)cc1	-7	-0.2%
O=S(CC(O)COCc1ccc(Cl)cc1)c1ccccn1 (centres undefined)	0	1.8%
COc1ccccc1CNC(=O)CCS(=O)(=O)c1cccc2nonc12	-5	3.1%
COc1cc2[nH]c(=O)n(Cc3ccc(C(=O)NCCCN4CCN(C)CC4)cc3)c(=O)c2cc1OC	-5	3.2%
O=C(CN1CCN(Cc2ccc3c(c2)OCO3)CC1)N1CCc2[nH]c3ccccc3c2C1	-2	-4.3%
COc1ccc(N2CCN(C(CNS(C)(=O)=O)c3ccco3)CC2)cc1 (centres undefined)	12	1.1%
CCOC(=O)c1cnn(-c2nc(CC)nc3sc4c(c23)CCC4)c1N	-6	9.2%
Cc1ccc(/C=C/C(=O)c2ccc(O)cc2)cc1	-4	2.4%
CCOc1ccc(NC(=O)c2ccco2)c([N+](=O)[O-])c1	2	0.2%
COCCCNC(NC(=O)c1ccc(OC)cc1)C(Cl)(Cl)Cl (centres undefined)	5	3.8%
Cc1cnc(C(=O)OCC(=O)N2c3ccccc3CC2C)cn1 (centres undefined)	.	-1.1%
Cc1ncc([N+](=O)[O-])n1Cc1cccc2ccccc12	-14	1.4%
CCc1cccc(CC)c1N(COC)C(=O)Cn1nnc2ccccc21	.	-0.4%
NC(=O)C1CCN(C(=O)/C=C/c2cccc(Br)c2)CC1	-5	.
CCn1c2ccccc2c2cc(C3C(C#N)=C(C)NC(C)=C3C#N)ccc21	2	-1.3%
Cc1nc2ccc(-n3ccc(=O)cc3)cc2s1	7	-3.2%
O=C(c1ccc(Cl)c(S(=O)(=O)N2CCCC2)c1)N1CCN(c2ccccc2)CC1	-9	-0.5%
COc1ccc(OC)c(S(=O)(=O)NC(N)=NCCc2ccccc2)c1	-9	-6.6%
O=[N+]([O-])c1ccc(N2CCOCC2)c2ccncc12	7	-1.8%
O=C1NC2(CCCCC2)C(=O)N1Cc1ccc([N+](=O)[O-])cc1	2	0.2%
CC(C)(C)OC(=O)C(Cl)(C(=O)OC(C)(C)C)c1ccc2nnnn2n1	-11	3.6%
OCC(Cc1ccc2c(c1)OCO2)C(CO)Cc1ccc2c(c1)OCO2 (centres undefined)	.	?
COc1ccc(NC(=O)c2oc3ccccc3c2C)c(OC)c1	-4	1.2%
CCOc1ccccc1NC(=O)CSc1nnc(Cc2cccn2C)n1-c1ccc(F)cc1	-7	2.5%
CCc1cc(C(=O)O)c(NC(=O)/C=C/c2ccc(OC)c(OC)c2)s1	-1	0.6%
Cc1nc2ccc(S(=O)(=O)N(C)CC(=O)Nc3ccccc3F)cc2s1	-44	1.4%

Four compounds drawn at random from the list so far, as already listed:
SMILES	Mtb RmlCD inh	GlmU inhibition
Cc1nc2ccc(-n3ccc(=O)cc3)cc2s1	7	-3.2%
COc1cc2[nH]c(=O)n(Cc3ccc(C(=O)NCCCN4CCN(C)CC4)cc3)c(=O)c2cc1OC	-5	3.2%
OCC(Cc1ccc2c(c1)OCO2)C(CO)Cc1ccc2c(c1)OCO2 (centres undefined)	.	?
COc1ccc(N2CCN(C(CNS(C)(=O)=O)c3ccco3)CC2)cc1 (centres undefined)	12	1.1%

Next results.
SMILES	Mtb RmlCD inh	GlmU inhibition
CCOC(=O)C1(CC)NC(c2ccco2)C2C(=O)N(CC)C(=O)C21 (centres undefined)	.	1.4%
O=C(NCc1ccc(F)cc1)C1CCN(S(=O)(=O)c2ccc3c(c2)OCCCO3)CC1	8	-0.6%
CNCCc1ccccn1	.	7.1%
CCOc1cc(/C=N/NC(=O)CSc2nncn2C)ccc1OC(=O)c1ccc(Cl)cc1	4	-0.8%
COC(=O)c1sccc1NC(=O)CC1C(=O)NCCN1C(=O)c1c(F)cccc1Cl (centres undefined)	4	-1.2%
Cc1cc(C)c2c(c1)cc(C)c1nnc(SCC(=O)Nc3ccc(S(=O)(=O)N4CCCCC4)cc3)n12	.	0.7%
CCCCCCn1c(CN2CCN(CCO)CC2)nc2c1c(=O)n(C)c(=O)n2C	-8	2.0%
Cc1ccc2occ(/C=N/NC(=O)[C@@H](N)Cc3ccccc3)c(=O)c2c1	21	5.8%
Cc1ccc(CS(=O)(=O)CCC(=O)NCCCN2CCCC2)cc1	1	0.8%
Cc1ccc(NC(=O)c2nc[nH]c2C(=O)Nc2ccc(C)cc2)cc1	4	-0.4%
O=C(Nc1ccccc1)c1ccc2nsnc2c1	7	19%*
CC(C)(C)[C@H]1C=C(C(=O)N2CCOCC2)O[C@@H](OCCCCO)C1	.	-0.2%
COC(=O)CCC(=O)Nc1ccc(Br)cc1	10	-6.6%
COc1cc2c(cc1OC)-c1c(OC)c(OC)cc3c1[C@H](C2)N(C)CC3	.	-0.2%
COc1ccc(NC(=O)c2cc(C)on2)cc1OC	-10	-5.2%
COc1cc(NC(=O)c2ccccc2Cl)ccc1NC(=O)c1ccco1	.	1.6%
COc1ccc(/C=C/C(=O)NCCCn2ccnc2)cc1	38	4.5%
CN1C(=O)OC(C)(CCc2ccccc2)C1(C)O (centres undefined)	-12	-0.4%
CC1Cc2nc(SCC(=O)NCc3ccccc3)n(Cc3ccccc3)c(=O)c2S1 (centres undefined)	-13	-1.3%
CCS(=O)(=O)c1ccc(O)c(NC(=O)COc2ccc(Cl)cc2)c1	11	-1.8%
CCn1c(SCC(=O)NCc2ccco2)nc2ccccc2c1=O	3	-2.1%
COc1cccc2cc(C(=O)NCCC3=CCCCC3)c(=O)oc12	-1	-2.3%
Cc1nn2c(CN(C(=O)CN3CCOCC3)c3ccccc3)nnc2c2ccccc12	-5	-4.5%
Cc1ccc(C(=O)NC(C)(COc2nonc2C)COc2nonc2C)cc1	.	-1.0%

Two entries from above, with each value named:
CN1C(=O)OC(C)(CCc2ccccc2)C1(C)O (centres undefined)
  Mtb RmlCD inh: -12
  GlmU inhibition: -0.4%
COc1ccc(/C=C/C(=O)NCCCn2ccnc2)cc1
  Mtb RmlCD inh: 38
  GlmU inhibition: 4.5%

Later entries.
SMILES	Mtb RmlCD inh	GlmU inhibition
O=C(CNS(=O)(=O)c1ccc2ccccc2c1)OCC(=O)c1ccc(Br)s1	.	-3.4%
CCOc1ccc(NC(c2ccccn2)c2oc(CO)cc(=O)c2O)cc1 (centres undefined)	-9	-0.7%
CCn1c(=O)cc(SCC(=O)Nc2cccc(C)n2)c2ccccc21	5	1.7%
Cc1nnc(SCC(=O)NCc2ccc(Cl)cc2)[nH]c1=O	-5	7.1%
CC12C(=O)N(CCC(=O)O)C(=O)C1C1C=CC2C1 (centres undefined)	-2	-4.0%
CCN(CC)C(=O)[C@]1(c2ccccc2)C[C@@H]1CN	-3	1.0%
CCCN1CCC(NC(=S)Nc2cccc(Cl)c2Cl)CC1	-10	0.6%
COC(=O)Cn1c(=O)cnc2ccccc21	.	3.6%
CCS(=O)(=O)c1ccc2c(c1)N(S(=O)(=O)c1ccc(OC)cc1)CC(C(=O)O)O2 (centres undefined)	.	-6.3%
CCOc1ccc(NC(=O)CSc2nc3c(c(=O)n2C)SC(C)C3)cc1 (centres undefined)	65	-3.0%
COc1ccc(-n2c(=O)[nH]cc(C(=O)Nc3ccccc3)c2=O)cc1	-11	3.8%
CCN(CC)Cc1oc(-c2ccccc2)cc1C(=O)O	0	-6.5%
Cc1nnc(SCC(=O)c2c(N)n(Cc3ccccc3)c(=O)n(C)c2=O)n1C	17	6.0%
Cc1cc(C)cc(C(=O)N2CCCCCC2)c1	.	-1.0%
CS(=O)(=O)NN1C(=O)c2ccccc2NC1c1cccc(O)c1 (centres undefined)	3	1.5%
O=C1NCCC/C1=N/Nc1cc(F)ccc1F	19	-0.5%
O=C1CC(c2ccsc2)c2ccc3ccccc3c2N1 (centres undefined)	9	-2.6%
NS(=O)(=O)c1ccc(CNC(=O)/C=C/c2cccc([N+](=O)[O-])c2)cc1	-12	-0.9%
S=C(Nc1ccc(Br)cc1Cl)Nn1cnnc1	.	3.1%
CC(C)c1ccc(C2NC(=S)NC3=C2C(=O)CC(C)(C)C3)cc1 (centres undefined)	7	-1.4%
COc1n[nH]c(C(=O)Nc2nc3ccccc3s2)c1[N+](=O)[O-]	-5	10%
COc1ccc(C(c2c(O)cc(C)oc2=O)c2c(O)cc(C)oc2=O)cc1	6	1.9%
C=CCn1c(=O)c2ccccc2n2c(SCC(=O)c3ccccc3)nnc12	.	2.2%
CCCC(c1nnnn1Cc1ccc(OC)cc1)N1CCN(c2ccccc2)CC1 (centres undefined)	8	-0.8%
CC(=O)Nc1ccc(S(=O)(=O)N2CCN(c3cc(C)nc4ncnn34)CC2)cc1	13	7.8%
COc1ccc(C(=O)COC(=O)[C@H](C)Nc2ccc(C(F)(F)F)cc2[N+](=O)[O-])c(OC)c1	-7	1.6%
COc1ccc(NC(=O)C2CSC3c4ccccc4C(=O)N23)cc1 (centres undefined)	.	1.3%
CC12COC3(C(=O)Nc4ccccc4F)CC1CCC32C (centres undefined)	-1	0.7%
O=C(CSc1cnc2ccccc2n1)c1ccc(F)cc1	-8	-2.8%
CCCOc1ccc(NC(=O)CC2C(=O)N(C)C(=S)N2Cc2cccs2)cc1 (centres undefined)	0	-2.8%
O=C(NC1CCCCC1)C(c1ccncc1)N(Cc1ccc2c(c1)OCO2)C(=O)C(F)(F)F (centres undefined)	2	-0.5%
COCCNCCCCOc1ccc(C)cc1[N+](=O)[O-]	.	1.5%
COc1ccc(Cc2noc(CN(C)Cc3cccc(-n4cccn4)c3)n2)cc1OC	-4	-8.6%
C=CCN=C1CC(C)(C)CC(=O)/C1=C(\O)c1ccccc1	.	-0.7%
Nc1cc(Cl)ccc1Oc1ccc(Cl)cc1	.	-0.3%
CCOC(=O)C1C(=O)NC(c2ccccc2)=NC1c1ccc(Cl)cc1 (centres undefined)	-5	-0.5%
C/C(=N\NC(=O)c1ccn(C)n1)c1cccc(NC(=O)c2ccc(C)s2)c1	.	-3.1%
CCNC(=O)CN1c2cccc3cccc(c23)S1(=O)=O	.	2.4%
CCO/N=C1\C(=O)N(c2ccccc2)c2ccccc21	-2	-3.9%
COc1cc(O)c(C(CC(=O)N2CCCC2)c2ccc3c(c2)OCO3)c(OC)c1 (centres undefined)	-1	3.8%
CCN(C(=O)CSc1nnc2ccccn12)c1c(N)n(Cc2ccccc2)c(=O)[nH]c1=O	-7	6.5%

Part of the list above, comma-delimited:
structure,Mtb RmlCD inh,GlmU inhibition
C/C(=N\NC(=O)c1ccn(C)n1)c1cccc(NC(=O)c2ccc(C)s2)c1,.,-3.1%
CCNC(=O)CN1c2cccc3cccc(c23)S1(=O)=O,.,2.4%
CCO/N=C1\C(=O)N(c2ccccc2)c2ccccc21,-2,-3.9%
COc1cc(O)c(C(CC(=O)N2CCCC2)c2ccc3c(c2)OCO3)c(OC)c1 (centres undefined),-1,3.8%
CCN(C(=O)CSc1nnc2ccccn12)c1c(N)n(Cc2ccccc2)c(=O)[nH]c1=O,-7,6.5%

High-throughput results from PubChem.
